From PubChem BioAssay
LAP4 TOR yeast: alters LAP4-GFP fluorescence in TOR pathway yeast screen | 320,000 compounds, 0.34% hits | S. cerevisiae LAP4-GFP multiplex, flow cytometry GFP, 3 h; median GFP as percent of DMSO wells | GFP response vs DMSO, % at 10 µM | AID 2023;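 active = GFP response vs DMSO above a set limit, about the screen mean plus 3 SD, cut at about 150% in these data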
procasp7 counter: activates human procaspase-7, counter-screen for procaspase-3 activators. P55210. activation, % at 8.5 µM. recombinant procaspase-7, Ac-DEVD-pNA absorbance 405 nm; D23A/D198A/D206A triple mutant, cannot self-cleave; scale: DMSO 0, 5 µM enzyme 100. AID 463210. 330,000 compounds, 0.093% hits;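 active = percent activation above the screen-wide mean plus 3 SD, cut at about 25% in these data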
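Assay system: Uncleavable procaspase-7 mutant enzyme / Input: 2 µM procaspase-7 mutant as dispensed / Dosing: single nominal 8.5 µM compound dose, 0.8% DMSO final / Timing: 1 h enzyme–compound preincubation and 2 h substrate reaction, both 25 °C / Detection: p-Nitroaniline absorbance at 405 nm, read at 0 and 120 min / Replication: singlicate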
RPL19A-GFP yeast: yeast TOR pathway RPL19A-GFP modulation. 330,000 compounds, 0.3% hits. S. cerevisiae RPL19A-GFP strain, flow cytometry, 3 h; stronger effect = lower value. AID 2025. percent response vs DMSO, % at 10 µM;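 active = percent response vs DMSO below 50%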;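 note: median channel GFP fluorescence of the barcoded RPL19A-GFP strain; ratio of sample median GFP to plate DMSO average so 100% = DMSO; lower means less RPL19A-GFP as with rapamycin TOR inhibition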
AGP1-GFP MLPCN: yeast TOR pathway AGP1-GFP modulation; S. cerevisiae AGP1-GFP multiplex flow cytometry, 3 h; GFP as percent of DMSO wells; GFP response vs DMSO, % at 10 µM; 320,000 compounds, 0.02% hits;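 active = GFP response relative to DMSO above a set limit, near screen average plus 3 SD, cut at about 150% in these data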;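 note: median GFP channel fluorescence of the gated AGP1 strain per well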
proCasp3 act: activators of human procaspase-3; P42574; recombinant procaspase-3 D3A, Ac-DEVD-pNA absorbance 405 nm; activation, % at 8.5 µM; 330,000 compounds, 0.11% hits;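 active = activation above the mean of all tested compounds plus 3 SD, cut at about 21% in these data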;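 note: 0% = DMSO alone and 100% = DMSO wells spiked with extra 5 µM PC-3 D3A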
Target sequence (P42574 whole entry D9A/D28A/D175A): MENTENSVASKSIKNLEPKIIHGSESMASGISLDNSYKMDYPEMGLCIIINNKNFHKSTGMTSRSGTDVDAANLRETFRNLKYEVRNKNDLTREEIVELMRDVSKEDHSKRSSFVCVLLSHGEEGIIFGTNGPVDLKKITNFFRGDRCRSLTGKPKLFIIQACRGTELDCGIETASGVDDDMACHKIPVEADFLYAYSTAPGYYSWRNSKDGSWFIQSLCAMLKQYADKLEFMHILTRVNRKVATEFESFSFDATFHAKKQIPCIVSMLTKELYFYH
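Evaluation: percent activation relative to control range; Material: Procaspase-3 D3A mutant, all three cleavage aspartates alanine; Compound: single dose, 8.5 µM nominal compound, 0.8% DMSO; Replication: one well per compound; Signal: absorbance at 405 nm, 0 and 120 min; Schedule: 1 h preincubation plus 2 h reaction at 25 °C.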
CIT2-GFP yeast: yeast TOR pathway CIT2-GFP modulation. 320,000 compounds, 0.065% hits. S. cerevisiae CIT2-GFP strain, flow cytometry, 3 h; 100 means same as DMSO wells. GFP response vs DMSO, % at 10 µM;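 active = GFP response relative to DMSO above a set limit, near the screen mean plus 3 SD, cut at about 150% in these data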;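 note: ratio of well median GFP fluorescence to mean of DMSO wells on the plate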
MEP2-GFP yeast: modulators of TOR pathway MEP2-GFP in S. cerevisiae | AID 2016 | 330,000 compounds, 0.51% hits | S. cerevisiae MEP2-GFP strain, flow cytometry GFP, 3 h; 100% = DMSO control level | GFP response vs DMSO, % at 10 µM;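 active = GFP response versus DMSO above a set limit, roughly screen mean plus 3 SD, cut at about 180% in these data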;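 note: median GFP fluorescence of the barcode-gated MEP2-GFP cells per well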
AHR activator: human AHR activation; AHR-responsive luciferase reporter cells, luminescence; activation, % at 5 µM; 320,000 compounds, 2.5% hits; in the data active = activation above about 47%;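 note: 0% = vehicle wells and 100% = reference agonist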
Target sequence (P35869 whole entry, looked up): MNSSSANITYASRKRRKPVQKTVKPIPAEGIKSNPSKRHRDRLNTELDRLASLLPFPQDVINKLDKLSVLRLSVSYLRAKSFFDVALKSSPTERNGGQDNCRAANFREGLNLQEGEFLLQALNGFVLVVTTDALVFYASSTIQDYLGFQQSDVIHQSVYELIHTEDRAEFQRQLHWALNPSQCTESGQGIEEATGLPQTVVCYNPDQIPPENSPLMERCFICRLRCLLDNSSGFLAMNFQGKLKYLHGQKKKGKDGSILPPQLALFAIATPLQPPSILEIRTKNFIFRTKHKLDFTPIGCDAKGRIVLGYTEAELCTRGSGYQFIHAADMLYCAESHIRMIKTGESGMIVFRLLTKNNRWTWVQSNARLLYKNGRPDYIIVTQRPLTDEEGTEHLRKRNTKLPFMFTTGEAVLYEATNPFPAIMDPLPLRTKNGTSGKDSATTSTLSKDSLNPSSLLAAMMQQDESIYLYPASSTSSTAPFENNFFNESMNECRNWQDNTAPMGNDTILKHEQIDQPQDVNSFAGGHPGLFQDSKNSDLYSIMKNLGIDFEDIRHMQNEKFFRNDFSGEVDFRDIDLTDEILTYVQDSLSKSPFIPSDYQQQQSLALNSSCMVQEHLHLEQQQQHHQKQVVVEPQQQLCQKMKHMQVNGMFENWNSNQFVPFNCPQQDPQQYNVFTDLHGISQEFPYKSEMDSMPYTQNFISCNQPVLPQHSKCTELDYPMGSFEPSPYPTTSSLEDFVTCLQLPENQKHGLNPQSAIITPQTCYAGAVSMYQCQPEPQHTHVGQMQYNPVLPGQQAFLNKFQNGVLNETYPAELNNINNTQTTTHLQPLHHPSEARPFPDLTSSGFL
* = called active by the depositor; / = no result given.

entry	Structure	MEP2-GFP yeast	CIT2-GFP yeast	AGP1-GFP MLPCN	LAP4 TOR yeast	proCasp3 act	AHR activator	RPL19A-GFP yeast	procasp7 counter
1	COc1ccc(Cl)cc1S(=O)(=O)N1CCC(C(=O)NCc2ccco2)CC1	97	107	101	73	10	2	101	3
2	CC(C)c1ccccc1OCC(=O)Nc1ccccc1C(=O)N1CCOCC1	94	103	103	93	-6	-1	110	4
3	CCOc1ccc(NC(=O)CCC(=O)NNC(=O)c2ccccc2Cl)cc1	100	99	96	67	/	/	109	/
4	O=C(NCC1CCN(Cc2ccccc2Cl)CC1)Nc1cccc(Cl)c1	95	87	98	98	8	-1	94	4
5	CCCCCCCC(=O)N/N=C/c1ccc([N+](=O)[O-])o1	99	88	93	104	-8	1	98	0
6	O=[N+]([O-])c1cccc(-c2ccc(SCc3ccccn3)nn2)c1	95	85	95	104	2	-3	91	11
7	O=S(=O)(Nc1nc2ccccc2nc1Cl)c1ccccc1	104	98	98	90	1	3	107	-1
8	O=[N+]([O-])c1cc(/C=N/N/C(=N/c2ccccn2)c2ccccn2)ccc1O	95	77	93	106	-19	2	96	-14
9	O=C(OCc1ccc(Br)cc1)c1cccc(-c2nnc(-c3ccccc3)o2)c1	94	89	99	109	-3	12	93	10
10	CO[C@H]1O[C@@H]2O[C@@]3(C)CC[C@H]4[C@H](C)CC[C@@H]([C@H]1C)[C@@]24OO3	110	122	98	121	-2	-2	104	0
11	Cc1cc(C)n(-c2nc3c(c(=O)[nH]c(=O)n3C)n2Cc2ccccc2)n1	95	95	95	94	0	1	95	9
12	Cc1cc(Cl)ccc1OCCCC(N)=O	103	106	107	111	-6	-1	104	7
13	COc1ccc(OC(C)C(=O)N(C)Cc2nc(-c3cccc(C)c3)no2)cc1 (configuration not stated)	101	95	94	95	4	2	99	-10
14	COc1cccc(/C=N/n2c(=O)[nH]c3ccccc32)c1OC	93	102	91	96	10	118*	100	-1
15	COC(=O)CNC(=O)CSc1nnc2cc(C)c3ccccc3n12	96	93	97	102	-3	0	94	-6
16	Cc1cc(C)c(S(=O)(=O)c2ccccc2C)c(OCCO)n1	106	99	102	93	2	1	102	7
17	CC(SCc1ccccc1)C(=O)N/N=C/c1ccc(OCC(=O)NCc2ccco2)cc1 (configuration not stated)	96	92	94	92	-5	11	99	-5
18	Nc1csnc1C(=O)O	103	104	99	99	-12	2	100	-9
19	Cn1c(=O)c2cn(-c3cccc4ccccc34)cc2n(C)c1=O	111	101	98	/	2	18	99	9
20	N#Cc1ccc(C(c2nnnn2Cc2ccccc2)N2CCCC2)cc1 (configuration not stated)	105	106	107	108	2	-1	104	-3
21	CCN(CC)CCCNC(=O)C(C)n1c2ccccc2c2nc(=O)cc(C)n21 (configuration not stated)	99	99	106	107	0	1	99	5
22	COc1ccc(CNS(=O)(=O)c2ccc(NC(=O)N3CCCCC3)cc2)cc1	102	104	106	82	4	1	113	6
23	COc1nc(C)cc(C)c1S(=O)(=O)c1ccccc1C	105	99	96	91	7	1	98	3
24	CN1CCN(C(=O)c2ccccc2-c2ccccc2C(=O)O)CC1	108	98	100	101	-9	0	100	5
25	CCCc1nc2oc3c(=O)[nH]cnc3c2c2c1CCCC2	97	103	97	86	5	4	100	9

Down the list, from the results shown.
LAP4 TOR yeast, compounds 6–15: 104, 90, 106, 109, 121, 94, 111, 95, 96, 102
AHR activator, compounds 6–15: -3, 3, 2, 12, -2, 1, -1, 2, 118*, 0
CIT2-GFP yeast, compounds 6–15: 85, 98, 77, 89, 122, 95, 106, 95, 102, 93

The listing continues.
entry	Structure	MEP2-GFP yeast	CIT2-GFP yeast	AGP1-GFP MLPCN	LAP4 TOR yeast	proCasp3 act	AHR activator	RPL19A-GFP yeast	procasp7 counter
26	CSc1ccc(Cl)c(C(=O)N2CCN(CC(=O)N3CCCC3)CC2)c1	100	94	95	101	5	1	94	2
27	Cc1ccc(Nc2nnc(SC(C)C(=O)NCC3CCCO3)s2)cc1 (configuration not stated)	103	103	109	106	9	4	104	-1
28	CCOC(=O)Nc1cccc(Nc2ccccc2)c1	102	89	103	114	4	23	98	-5
29	CCOc1ccc2nc(NC(=O)C(CCSC)NS(=O)(=O)c3cccs3)sc2c1 (configuration not stated)	104	87	96	96	8	9	102	-3
30	CCC(C)N(C(=O)COC(=O)CCc1c[nH]c2ccccc12)C1CCS(=O)(=O)C1 (configuration not stated)	118	112	109	107	-2	-1	107	1
31	COC(=O)c1ccc(CN2CCCCC2)cc1	103	93	107	112	8	1	96	3
32	Cc1cccc(NS(=O)(=O)c2ccc(C(=O)NCCCN3CCOCC3)cc2)c1C	104	87	90	89	/	/	96	/
33	Cc1cc(C)c(-c2cc(C)nc3ncnn23)c(C)c1	100	97	99	101	1	-1	94	0
34	COc1ccc(N2CCN(C(=O)Cn3nnc(-c4ccc(N(C)C)cc4)n3)CC2)cc1	111	/	106	104	-17	3	100	11
35	O=C(O)CCC(=O)NCc1ccc2[nH]c3c(c2c1)CCCC3	104	97	101	113	10	1	100	0
36	C=CCSc1nnc(NC(=O)c2nc(SCC)ncc2Cl)s1	96	79	81	122	-6	0	99	-7
37	Clc1ccc(-c2nnc3n2CCCC3)cc1	109	106	109	89	-3	-3	99	19
38	CCCCn1c(N)c(N(CCOC)C(=O)C2CC(=O)N(Cc3ccco3)C2)c(=O)[nH]c1=O (configuration not stated)	96	92	104	101	12	0	97	13
39	Cc1cccc(N2CC3=C(C2=O)C(c2ccccc2)NC(=O)N3C)c1 (configuration not stated)	96	98	105	100	10	6	103	5
40	COc1ccc(-c2nc(NC(=O)Cn3c(=O)oc4ccccc43)sc2C)cc1	98	100	102	102	-3	70*	104	-5
41	Cc1nn(-c2ccccc2)c(Cl)c1C(=O)NCc1ccccc1F	103	92	98	95	4	-1	107	7
42	Nn1c(Cc2ccc(Br)cc2)n[nH]c1=S	96	94	110	106	-1	-3	99	-15
43	CCOc1c(Cl)cc(/C=N/O)cc1OC	94	86	91	97	4	5	96	19
44	COc1ccccc1OCC(O)CN1CCOCC1 (configuration not stated)	104	104	108	97	/	/	108	/
45	CCCCN(C(=O)Cc1coc2cc(C)c(C)cc12)c1c(N)n(Cc2ccccc2)c(=O)[nH]c1=O	94	103	106	94	0	-1	94	3
46	S=c1[nH]nc(-c2ccccc2)c2ccccc12	81	89	89	99	-11	3	87	-15
47	CCOc1ccc(S(=O)(=O)N2CCC(C(=O)Nc3cccc(NC(C)=O)c3)CC2)cc1	102	103	99	101	3	0	99	-2
48	COc1cccc(N=Nc2c(C)[nH]n(-c3ccccc3)c2=O)c1	108	111	99	91	-4	6	106	2
49	CCOc1ccc(NC(=O)C2CCCN(S(=O)(=O)c3c(C)nn(C)c3C)C2)cc1 (configuration not stated)	109	100	101	105	2	1	100	-5
50	CCCCn1c(N)c(N(CC)C(=O)c2ccc3c(c2)S(=O)(=O)c2ccccc2C3=O)c(=O)[nH]c1=O	109	103	101	109	-8	2	98	2

Results in MEP2-GFP yeast and AHR activator (two entries from above):
| no. | SMILES | MEP2-GFP yeast | AHR activator |
| --- | --- | --- | --- |
| 39 | Cc1cccc(N2CC3=C(C2=O)C(c2ccccc2)NC(=O)N3C)c1 (configuration not stated) | 96 | 6 |
| 36 | C=CCSc1nnc(NC(=O)c2nc(SCC)ncc2Cl)s1 | 96 | 0 |

Continuation:
entry	Structure	MEP2-GFP yeast	CIT2-GFP yeast	AGP1-GFP MLPCN	LAP4 TOR yeast	proCasp3 act	AHR activator	RPL19A-GFP yeast	procasp7 counter
51	Cc1ccc(CN2C(=O)C(CC(C)C)Nc3ncnc(N4CCN(c5ccccc5)CC4)c32)cc1 (configuration not stated)	95	102	97	98	0	1	96	9
52	Cc1ccc(S(=O)(=O)Nc2ccc3c(c2)ncn3C(C)(C)C)cc1	98	68	78	90	-4	1	108	-5
53	COC(=O)CSc1nc(N)c(C#N)c(-c2ccc(O)cc2)c1C#N	100	102	104	118	5	0	96	2
54	O=C(NCCC(=O)N1CCCC(C(F)(F)F)C1)c1ccccc1Cl (configuration not stated)	103	103	101	101	-5	0	105	4
55	Cn1cc(C(=O)c2ccc(Cl)cc2Cl)cc1C(=O)N/N=C(\N)COc1ccc(Cl)cc1	95	98	104	112	-1	3	103	4
56	CC(C)(C)CC(=O)NC(=S)NCc1ccco1	91	92	97	105	8	2	97	-2
57	COc1cc(N2CCCC2)c(OC)cc1C=O	99	83	80	103	8	-1	98	-1
58	Cn1c(=O)c2c(nc(N3CCCCCC3)n2CCSc2nc3ccccc3o2)n(C)c1=O	95	94	101	104	15	0	97	-3
59	O=C(NCc1ccccc1)C(=O)NCC1OCCN1S(=O)(=O)c1ccc(Br)cc1 (configuration not stated)	114	105	103	101	0	1	108	1
60	CC1(c2ccc(Cl)cc2)NC(=O)N(CN2CCOCC2)C1=O (configuration not stated)	110	111	110	114	-1	-1	105	0
61	c1ccc(N=P(N2CCOCC2)(N2CCOCC2)N2CCOCC2)cc1	95	106	95	93	-1	-2	94	10
62	CCOC(=O)NNC(=O)CCn1c2c(c3ccccc31)CCCC2	94	88	96	97	-14	10	92	0
63	COc1ccccc1-c1cc(C(F)(F)F)nc(S(C)(=O)=O)n1	150	87	/	122	6	0	90	0
64	O=C(O)/C=C/c1ccc(Cn2ccnc2)cc1	102	98	105	111	3	-1	102	1
65	CCOc1ccc(OCCC(=O)OCC(=O)N2CCN(S(=O)(=O)c3ccc(Cl)cc3)CC2)cc1	110	93	105	103	-2	1	111	6
66	COc1ccc(OC)c(C(=O)NC(CC(N)=O)c2ccc(NCc3ccccn3)c([N+](=O)[O-])c2)c1 (configuration not stated)	96	86	91	100	2	5	107	-2
67	CC(=O)Nc1cccc(NC(=O)CCN2C(=O)c3ccccc3S2(=O)=O)c1	103	103	101	101	6	-3	104	5
68	COC(=O)[C@]1(C)N[C@H](CN(C)C(=O)c2ccc(F)cc2)[C@@H]2C(=O)N(Cc3ccccc3)C(=O)[C@@H]21	102	107	108	95	0	0	104	8
69	O=C(Nc1c(-c2ccccc2)nc2sccn12)c1ccccc1	100	90	102	104	2	15	98	5
70	CCc1c(C2(O)CCCCC2)[nH]c2ncccc12	94	96	97	88	-8	-2	93	14
71	CCc1ccc(OC(C)c2nnc(SCC(=O)Nc3ncccc3C)n2C)cc1 (configuration not stated)	93	94	103	111	4	2	93	-5
72	O=C(CN1CCN(Cc2ccc(Cl)cc2)CC1)N/N=C/c1cccs1	113	/	/	/	2	-1	102	2
73	CC(C)(C)Nc1nc(Oc2ccc(=O)n(-c3ccccc3)n2)nc(N2CCOCC2)n1	96	98	96	95	4	-1	97	6
74	COC(=O)c1ccc(Cn2nnc3c(=O)[nH]c(C4CCCN(S(=O)(=O)c5cccc(Cl)c5)C4)nc32)cc1 (configuration not stated)	95	100	95	87	-1	2	97	-1
75	CCc1cc2c(=O)n(-c3ccccc3)cnc2s1	94	101	92	101	-4	2	91	-2
76	Oc1ccc(Br)cc1/C=N/n1c(-c2ccccc2)n[nH]c1=S	105	95	97	90	0	8	109	-11
77	CCn1nc(NC(=O)c2ccccc2)c2cc3cccc(C)c3nc21	101	100	105	115	53*	28	96	50*
78	CN(C)S(=O)(=O)c1ccc(C(=O)NC(=O)CSc2nnnn2C)cc1	100	110	104	92	4	2	101	-4
79	O=[N+]([O-])c1ccc(N=Nc2c(O)[nH]c3ccc(F)cc23)cc1	116	98	109	103	-5	-2	105	-9
80	CC1CCCN(C(=O)Nc2cccc(NC(=O)N3CCCC(C)C3C)c2)C1C (configuration not stated)	100	99	96	98	-1	5	101	10
